RTF Ca sens act: cardiac RTF calcium sensitization | AID 493008 | 0.24% of 340,000 active | activation, % at 7.2 µM | IANBD-labeled TnC RTF fluorescence at EC20 calcium; 0% EC20 calcium, 100% full calcium | P19429+P45379;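 active means activation above the mean over all tested compounds plus 3 SD, cut at about 30% in these data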;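 further: rise in fluorescence read as greater calcium sensitivity of cardiac thin filaments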
Wnt act: activates Wnt/beta-catenin signaling in a reporter cell assay; AID 743398; 1.2% of 300,000 active; activation, % at 9.35 µM; activator, plate reader; in the data active means activation above about 30%, passing the limit was not always enough;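 further: 0% = neutral control wells and 100% = positive control wells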
Arr AP2 block: inhibitors of human beta-arrestin and AP2 interaction; FITC-arrestin peptide / GST-AP2 beads, flow cytometry; AP2 beta2 appendage carries R879A mutation; inhibition, % at 10 µM; 0.31% of 340,000 active;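 active means inhibition above a set limit, near 3 SD of compounds lacking own fluorescence, cut at about 54% in these data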;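 further: plate controls were DMSO wells for no effect and 5 µM unlabelled arrestin peptide for full effect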
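Material – GST-tagged AP2 beta2-adaptin appendage (R879A) on 4 µm glutathione beads · Probe or stimulus – fluorescein-tagged arrestin peptide at 50 nM final · Timing – 12 min plus 1 h, RT · Detection – bead flow cytometry, FITC channel · Read-out basis – inhibition as reduced fluorescein signal on beads, percent · Medium – PBS plus Tween 20 (0.05%) and BSA (0.1%)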
LANA DNA inh: KSHV C-LANA DNA binding inhibition | MBP-C-LANA/FAM-LBS DNA binding, fluorescence polarization | inhibition, % at 9 µM | 0.078% of 340,000 active;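 active means highest replicate inhibition at or above 60% at 9 µM, even if other replicates fall short; inactive means all replicates below 60% inhibition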;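 further: 0% = neutral control wells and 100% = 4 µM acridine orange control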
V-ATPase pH: alters yeast V-ATPase proton transport; S. cerevisiae, pHLuorin cytosolic pH fluorescence; 0.37% of 350,000 active; AID 504577; response, % at 10 µM; in the data active means response mostly above about 7.3%, no sharp cut-off; inactive means mostly below about 5.4%; further: actives read high; inactives centre near 0; some compounds called inactive have numbers as strong as hits; reference of the scale not given here
Keap1 Nrf2 FP: inhibitors of human Keap1-Nrf2 protein-protein interaction; Keap1 Kelch-Nrf2 peptide fluorescence polarization, 1536-well; Q14145; inhibition, % at 9.4 µM; AID 504523; 0.15% of 340,000 active; in the data active means inhibition above about 12%;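 further: human Keap1 Kelch domain with fluorescein labeled Nrf2 9mer peptide probe; 0% = neutral control wells and 100% = peptide positive control; higher means more block of Keap1 binding to Nrf2 peptide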
OPRM1-OPRD1 inv: inverse agonist of human OPRM1-OPRD1 heterodimerization; P35372+P41143; cell-based MOR-DOR heterodimer luminescence, inverse agonism; inhibition, % at 9.3 µM; 0.21% of 340,000 active; in the data active means inhibition above about 22%, passing the limit was not always enough;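 further: 0% = cells with DMSO and 100% = wells without cells with DMSO; values of inactives mirror those of a sister screen read the other way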
Cardiac RTF inh: cardiac RTF calcium desensitization; IANBD-labeled cardiac RTF, Ca2+ fluorescence; inhibition, % at 7.15 µM; 0.12% of 340,000 active; AID 493244;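 active means inhibition above the mean inhibition of all tested compounds plus 3 SD, cut at about 17% in these data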;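 further: assay run at fixed EC70 calcium of 1.6 mM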
DSG3 Ab inh: blocks pemphigus antibody binding to human desmoglein-3. P32926. DSG3-coupled beads, scFv-anti-DSG3-GFP binding, flow cytometry; stronger effect = lower value. binding (percent of control), % at 10 µM. 0.48% of 310,000 active. AID 588358;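 active means binding more than 3 SD below its plate's average and above zero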;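 further: hits lower antibody fragment binding to DSG3; some compounds called inactive have numbers as strong as hits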
Target sequence (P32926 whole entry, looked up, the tested form may be a part): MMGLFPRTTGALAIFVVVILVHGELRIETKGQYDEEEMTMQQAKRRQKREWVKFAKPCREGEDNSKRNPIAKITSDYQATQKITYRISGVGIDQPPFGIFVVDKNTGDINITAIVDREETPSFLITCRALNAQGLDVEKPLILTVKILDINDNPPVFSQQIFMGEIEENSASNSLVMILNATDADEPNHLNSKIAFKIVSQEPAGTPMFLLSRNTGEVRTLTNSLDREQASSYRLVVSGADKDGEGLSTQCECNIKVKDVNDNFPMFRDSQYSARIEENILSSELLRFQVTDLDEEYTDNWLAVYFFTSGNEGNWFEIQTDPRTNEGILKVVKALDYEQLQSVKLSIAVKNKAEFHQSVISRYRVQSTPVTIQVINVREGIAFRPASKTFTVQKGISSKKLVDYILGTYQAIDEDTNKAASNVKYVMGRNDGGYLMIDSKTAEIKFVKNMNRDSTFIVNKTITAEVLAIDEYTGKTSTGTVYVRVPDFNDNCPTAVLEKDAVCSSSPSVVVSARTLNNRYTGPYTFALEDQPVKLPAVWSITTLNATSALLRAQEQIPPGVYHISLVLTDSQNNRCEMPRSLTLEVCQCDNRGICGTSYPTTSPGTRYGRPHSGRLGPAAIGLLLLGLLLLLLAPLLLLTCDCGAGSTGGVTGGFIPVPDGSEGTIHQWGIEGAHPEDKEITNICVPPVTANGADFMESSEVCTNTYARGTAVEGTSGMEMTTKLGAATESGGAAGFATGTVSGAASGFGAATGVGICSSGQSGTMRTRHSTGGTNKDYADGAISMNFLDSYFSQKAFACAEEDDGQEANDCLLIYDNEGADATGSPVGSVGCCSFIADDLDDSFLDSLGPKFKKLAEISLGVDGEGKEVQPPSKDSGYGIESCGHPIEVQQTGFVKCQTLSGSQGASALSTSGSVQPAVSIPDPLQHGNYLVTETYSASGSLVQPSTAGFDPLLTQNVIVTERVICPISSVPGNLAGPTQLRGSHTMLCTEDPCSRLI
OPRM1-OPRD1 ag: agonists of human mu-delta opioid receptor heterodimerization; 0.3% of 340,000 active; P35372+P41143; cells, OPRM1-OPRD1 heterodimerization, luminescence; activation, % at 9.3 µM; in the data active means activation above about 18%;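 further: 0% = vehicle-treated cells and 100% = reference agonist; values of inactives mirror those of a sister screen read the other way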
Starred values were filed as active, the others as inactive; . = not tested or not shown.

SMILES	RTF Ca sens act	Wnt act	Arr AP2 block	LANA DNA inh	V-ATPase pH	Keap1 Nrf2 FP	OPRM1-OPRD1 inv	Cardiac RTF inh	DSG3 Ab inh	OPRM1-OPRD1 ag
COCCN(C(=O)CSc1nnc(-c2ccccc2C)n1C)c1c(N)n(Cc2ccccc2)c(=O)[nH]c1=O	-6	0	15	2.0	-1	-4	8	-8	100	-1.5
O=C(COC(=O)c1ccncc1)c1ccc(Cl)c(Cl)c1	-3	1	23	-0.2	3	-3	15	-8	95	-2.8
COc1ccc(CNC(=O)C2CCN(C(=O)[C@@H](CC(C)C)NC(=O)OC(C)(C)C)CC2)cc1	-3	-2	6	0.1	-2	-5	8	-18	115	-1.4
COc1ccc(S(=O)(=O)N2CN3CCN(C3)C2)cc1	14	0	10	-1.2	-1	-3	2	-5	114	-0.3
CCC(=O)c1ccc(OCC(=O)OCC(=O)Nc2cccc(S(=O)(=O)N3CCCC3)c2)cc1	-5	3	-8	1.0	2	-5	9	6	98	-2.3
Cc1cc(-n2nnc3ccccc32)nc2ccccc12	-2	-1	15	0.7	-5	0	4	-6	110	-0.8
Cc1cc(-c2n[nH]c(=S)n2/N=C/C=C/c2ccccc2)n[nH]1	4	-5	-1	-0.4	-1	2	12	-2	.	-2.5
Cn1nnc2c(NCc3ccco3)nccc21	0	.	-4	1.8	-1	-4	15	1	.	-2.5
COc1cc2cc(CN(Cc3cccnc3)C(=O)Nc3ccccc3F)c(=O)[nH]c2cc1OC	-2	-3	11	2.5	5	-1	14	-9	96	-2.8
COc1ccc(C(=O)OCC(=O)Nc2ccc(OC)c(S(=O)(=O)N3CCCCC3)c2)cc1[N+](=O)[O-]	-6	1	-3	-1.2	3	-1	-1	-36	92	0.2
Clc1ccc(CN=C2Nc3ccccc3CS2)cc1	-2	64*	10	-1.5	5	2	-68	-8	104	14
O=C(CSc1nnc(-c2cccs2)n1-c1ccccc1)N1CCCC1	-2	.	3	-2.5	2	-4	2	-7	100	-0.3
CN1CCN(S(=O)(=O)c2ccc(NC(=S)NC(=O)C(C)(C)C)cc2)CC1	-3	-2	-17	0.3	1	-7	18	-7	103	-3.6
CCn1c2ccccc2c2cc(NC(=O)C(C)C)ccc21	0	-13	10	1.1	-4	2	16	3	89	-3.0
CCOC(=O)c1ccc(N=Nc2c(C)[nH]n(-c3ccccc3)c2=O)cc1	-5	-2	28	0.2	0	-3	8	-1	116	-1.7
CCOc1ccccc1NC(=O)CN1CCC(NC(=O)c2ccccc2C)CC1	2	23	-6	0.0	-2	-6	15	5	98	-2.8
CCN(CC)CCOC(=O)c1ccc(NC(=O)CCCN2C(=O)S/C(=C/c3ccc(OC)cc3)C2=S)cc1	4	.	-3	-2.0	-4	-8	-26	-7	162	4.1
C=CCc1ccc(OCC(O)CN2CCc3ccccc3C2)c(OC)c1 (centres undefined)	-7	0	7	-0.1	1	-6	-14	1	117	2.8
COc1cccc(NC(=O)N2CCCC2C(=O)NCc2ccccc2)c1 (centres undefined)	4	-3	15	-0.4	7	0	6	-1	99	-1.2
O=C(COC(=O)c1cccc([N+](=O)[O-])c1)NCc1ccc2c(c1)OCO2	0	-10	-3	-1.7	3	-3	0	-3	98	0.0
O=C(NCCSc1ccccc1)c1ccc(CN2CCOCC2)cc1	3	-3	3	2.1	1	-3	12	-6	90	-2.3
S=C(Nc1ccc(Br)cc1Cl)NN1CCOCC1	-3	-1	15	-1.7	1	2	11	1	95	-2.2
CC1(C)C2CCC1(CS(=O)(=O)N1CCN(c3ccc(F)cc3)CC1)C(=O)C2 (centres undefined)	-1	9	-11	-1.0	1	2	6	-2	110	-1.1
CCn1nnc(-c2ccccc2NC(=O)c2cnccn2)n1	3	.	2	2.1	1	0	15	3	100	-2.5
CCOc1ccc(OCCOCCN2CCCC2)cc1	-7	0	-26	-0.3	-2	2	17	1	124	-3.5
Cc1cc(NC(=O)CSc2nc3ccccc3n2CC(=O)N2CC(C)CC(C)C2)no1 (centres undefined)	-4	.	1	-2.0	-2	4	.	-6	96	.
COc1ccc(Cc2nnc(N/N=C/c3ccc(Br)cc3)[nH]c2=O)cc1OC	0	0	1	1.5	-2	0	5	-8	86	-0.9
CCCN(C(=O)c1cc2c(s1)CCC2)c1c(N)n(Cc2ccccc2)c(=O)[nH]c1=O	0	2	4	0.5	0	1	4	-6	86	-0.8
CC(=O)N1N=C(c2ccccc2OC(=O)/C=C/c2ccccc2)CC1c1ccccc1 (centres undefined)	.	4	-6	.	2	.	.	.	100	.
COc1ccc(CCC(C)Nc2ccccc2F)cc1 (centres undefined)	-2	3	1	-1.1	0	2	-30	-2	125	5.5
O=C(CNC(=O)c1ccco1)NNC(=O)c1n[nH]c(=O)c2ccccc12	7	-1	1	-1.7	2	-5	16	-8	119	-3.3
Cc1ccc(/C=N/n2c(C)nc3ccccc3c2=O)o1	1	12	29	1.4	-1	2	6	-8	100	-1.3
Cc1ccc(S(=O)(=O)NCC(=O)N(CC(=O)NCC2CCCO2)Cc2ccco2)cc1 (centres undefined)	3	-2	-8	0.4	0	-2	2	-3	107	-0.3
Cc1ccc(-n2ncc3c(=O)[nH]c(SCC(=O)N4CCCc5ccccc54)nc32)cc1	-2	.	-5	-1.3	0	-2	22	4	102	-4.3
COc1ccc([C@@H](C)NC(=O)c2ccc3oc(C(C)C)nc3c2)cc1	8	18	-4	-1.0	-2	-1	7	-1	106	-1.2
CCCCCCCC(=O)NNC(=O)Cc1ccccc1	3	-3	-7	0.0	-1	-1	9	-1	97	-1.7
Cc1cc(=O)oc2cc3oc(=O)cc(C)c3cc12	-7	7	30	-3.3	-2	-2	8	4	103	-1.8
C/C(N)=C(/C#N)C(=O)CSc1nnc(COc2cc(C)ccc2C)o1	8	-5	4	1.1	-2	-7	2	-2	97	-0.3
N#CCCN(C(=O)COC(=O)COc1ccccc1Cc1ccccc1)c1ccccc1	4	-2	-6	0.0	0	5	6	2	101	-1.5
CC(=O)Nc1nonc1NC(=O)COc1ccccc1	-5	8	-41	0.2	-1	-1	8	-1	121	-1.6
CCN(C(=O)COC(=O)c1ccc(=O)n(Cc2ccccc2)n1)C1CCCCC1	2	-2	39	-2.9	-4	-1	4	-8	101	-0.9
Cc1ccc(-n2nc3c(=O)n(CCCC(=O)N4CCCCC4)nc(C)c3c2C)cc1	-1	-2	-9	-0.4	0	1	13	-10	100	-2.5
Cc1ccccc1C(=O)N/N=C/c1ccc(OCC(=O)N2CCCCC2)cc1	3	.	3	-1.4	-3	4	0	-1	103	-0.1
CCOC(=O)[C@@H](C)N(Cc1ccc(OC)cc1)S(=O)(=O)N(Cc1ccccc1)[C@H](C(=O)OC)C(C)C	-4	-20	-7	-0.9	-4	3	-6	-8	97	1.1
CCn1nnnc1NCc1cccc(Cl)c1	2	1	10	0.9	4	-6	6	-2	.	-1.4
Cc1ccc(S(=O)(=O)Cc2ccc(C(=O)NCc3ccc4c(c3)OCO4)o2)cc1	5	-2	-5	-0.6	1	-1	13	-10	105	-2.4
O=C(NC(=O)c1ccccc1N1CCCCC1)Nc1ccc(Br)cc1	4	-12	-18	0.3	3	-1	15	1	117	-2.9
CC1CCN(c2oc(-c3cccc4ccccc34)nc2C#N)CC1	-2	-4	2	0.5	6	-7	3	-5	97	-0.6
Cc1nc2ccc(NC(=O)N3CCCCC3)cc2nc1C	-6	.	-3	-0.2	1	-6	14	-5	106	-2.4
CS(=O)(=O)c1ccc(Cl)c(NC(=O)COC(=O)COc2ccc3c(c2)CCC3)c1	-3	0	3	0.1	3	2	13	-2	96	-2.4

(next part)
SMILES	RTF Ca sens act	Wnt act	Arr AP2 block	LANA DNA inh	V-ATPase pH	Keap1 Nrf2 FP	OPRM1-OPRD1 inv	Cardiac RTF inh	DSG3 Ab inh	OPRM1-OPRD1 ag
CCC(C)[C@H](NC(=O)C1CCN(C(=O)[C@H](Cc2ccccc2)NS(=O)(=O)c2ccc(C)cc2)CC1)C(=O)O (some centres undefined)	1	-1	7	3.3	-1	-1	17	-6	92	-3.0
CCOC(=O)c1[nH]c(C)c(C(=O)NCc2ccc(OC)cc2)c1C	2	-2	10	-1.5	0	-3	0	3	105	0.0
CCOC(=O)c1ccccc1NS(=O)(=O)c1c(C)nc2sccn2c1=O	1	1	13	-1.3	4	6	2	-7	97	-0.4
Cc1ccccc1CS(=O)(=O)Cc1ccc(C(=O)NCCc2ccccc2)o1	0	1	-7	-1.2	-2	-4	14	-5	103	-2.7

12 successive records from above, for reference:
SMILES	RTF Ca sens act	Wnt act	Arr AP2 block	LANA DNA inh	V-ATPase pH	Keap1 Nrf2 FP	OPRM1-OPRD1 inv	Cardiac RTF inh	DSG3 Ab inh	OPRM1-OPRD1 ag
Cc1ccccc1C(=O)N/N=C/c1ccc(OCC(=O)N2CCCCC2)cc1	3	.	3	-1.4	-3	4	0	-1	103	-0.1
CCOC(=O)[C@@H](C)N(Cc1ccc(OC)cc1)S(=O)(=O)N(Cc1ccccc1)[C@H](C(=O)OC)C(C)C	-4	-20	-7	-0.9	-4	3	-6	-8	97	1.1
CCn1nnnc1NCc1cccc(Cl)c1	2	1	10	0.9	4	-6	6	-2	.	-1.4
Cc1ccc(S(=O)(=O)Cc2ccc(C(=O)NCc3ccc4c(c3)OCO4)o2)cc1	5	-2	-5	-0.6	1	-1	13	-10	105	-2.4
O=C(NC(=O)c1ccccc1N1CCCCC1)Nc1ccc(Br)cc1	4	-12	-18	0.3	3	-1	15	1	117	-2.9
CC1CCN(c2oc(-c3cccc4ccccc34)nc2C#N)CC1	-2	-4	2	0.5	6	-7	3	-5	97	-0.6
Cc1nc2ccc(NC(=O)N3CCCCC3)cc2nc1C	-6	.	-3	-0.2	1	-6	14	-5	106	-2.4
CS(=O)(=O)c1ccc(Cl)c(NC(=O)COC(=O)COc2ccc3c(c2)CCC3)c1	-3	0	3	0.1	3	2	13	-2	96	-2.4
CCC(C)[C@H](NC(=O)C1CCN(C(=O)[C@H](Cc2ccccc2)NS(=O)(=O)c2ccc(C)cc2)CC1)C(=O)O (some centres undefined)	1	-1	7	3.3	-1	-1	17	-6	92	-3.0
CCOC(=O)c1[nH]c(C)c(C(=O)NCc2ccc(OC)cc2)c1C	2	-2	10	-1.5	0	-3	0	3	105	0.0
CCOC(=O)c1ccccc1NS(=O)(=O)c1c(C)nc2sccn2c1=O	1	1	13	-1.3	4	6	2	-7	97	-0.4
Cc1ccccc1CS(=O)(=O)Cc1ccc(C(=O)NCCc2ccccc2)o1	0	1	-7	-1.2	-2	-4	14	-5	103	-2.7

Screening results from PubChem.
